# Bim-Mcl-1: human Bim-Mcl-1 interaction inhibition | AID 1009 | Q07820 | Bead-based flow cytometry, Bim peptide-Mcl-1 binding | 0.1% of 190,000 active | inhibition, % at 10 µM; in the data active = inhibition above about 40%;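 also: 0% = no compound tracer wells and 100% = peptide blocker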
# ABCG2 inh: human ABCG2 inhibition, ABCB1 as counter-screen | IgMXP3 cells, JC-1 efflux, flow cytometry | inhibition, % at 6.6 µM | Q9UNQ0 | 0.1% of 190,000 active;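 active = inhibition above 80%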;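 also: 0% = DMSO and 100% = nicardipine control wells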
#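 Test system: IgMXP3 (ABCG2) plus far-red-tagged CCRF-Adr (ABCB1) cells / Amount: 3 million cells/mL in well / Reagent: JC-1 transporter substrate / Timing: 10 min compound exposure, 25 °C / Signal: flow cytometry, 530 nm JC-1 signal / Read-out: percent efflux inhibition, scaled nicardipine 100% to DMSO 0% / Benchmarks: nicardipine as high control, DMSO as low control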
# Mcl1-Bid inh: disrupts binding of human Mcl-1 to Bid peptide | Q07820 | TR-FRET Mcl-1/Bid-Dy647 peptide binding, 1536-well | inhibition, % at 21.7 µM | 0.97% of 220,000 active;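 active = compounds that cut the binding signal by more than half at the single screening dose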;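 also: His-tagged Mcl-1 with europium anti-His antibody binding Bid BH3 peptide; 0% = Mcl-1 plus peptide wells and 100% = peptide-only wells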
# RGS7-Gao: regulators of human RGS7-Galphao interaction | Multiplexed bead flow cytometry, RGS7-Galphao binding; actives lie on both sides | binding response (% of control), % at 10 µM | 0.35% of 220,000 active; in the data active = binding response below about 49% or above about 150%; inconclusive = no clear call, values can overlap the other calls; inactive = in between;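 also: fluorescent Galphao held in activated GDP-AlF4 state binding bead-coupled RGS7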
# Pf gamet viab: kills late stage P. falciparum gametocytes. inhibition, % at 10.9 µM. AID 743093. 0.065% of 150,000 active. P. falciparum stage V gametocytes, ATP luminescence, 24 h;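 active = inhibition above the mean plus 3 SD of compounds within the control limits, set per campaign, cut at about 38% in these data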;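 also: 0% = DMSO wells and 100% = medium only without gametocytes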
# RGS8-Gao: human RGS8-Galphao interaction regulation; P09471; multiplexed bead flow cytometry, RGS8-Galphao binding; actives lie on both sides; response (percent of control binding), % at 10 µM; 0.34% of 220,000 active; AID 1423; in the data active = response below about 60% or above about 140%; inactive = in between;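 also: Galphao activated as the GDP aluminium fluoride complex binding bead-coupled RGS8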
# ABCB1 inh: blocks JC-1 efflux by human ABCB1 transporter. P08183. CCRF-Adr cells, flow cytometry. inhibition, % at 6.6 µM. 0.067% of 190,000 active. AID 1326; in the data active = inhibition above about 40%;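 also: 0% = vehicle and 100% = reference inhibitor; higher value means more JC-1 retained so stronger ABCB1 efflux block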
# Target sequence (P08183 whole entry, looked up): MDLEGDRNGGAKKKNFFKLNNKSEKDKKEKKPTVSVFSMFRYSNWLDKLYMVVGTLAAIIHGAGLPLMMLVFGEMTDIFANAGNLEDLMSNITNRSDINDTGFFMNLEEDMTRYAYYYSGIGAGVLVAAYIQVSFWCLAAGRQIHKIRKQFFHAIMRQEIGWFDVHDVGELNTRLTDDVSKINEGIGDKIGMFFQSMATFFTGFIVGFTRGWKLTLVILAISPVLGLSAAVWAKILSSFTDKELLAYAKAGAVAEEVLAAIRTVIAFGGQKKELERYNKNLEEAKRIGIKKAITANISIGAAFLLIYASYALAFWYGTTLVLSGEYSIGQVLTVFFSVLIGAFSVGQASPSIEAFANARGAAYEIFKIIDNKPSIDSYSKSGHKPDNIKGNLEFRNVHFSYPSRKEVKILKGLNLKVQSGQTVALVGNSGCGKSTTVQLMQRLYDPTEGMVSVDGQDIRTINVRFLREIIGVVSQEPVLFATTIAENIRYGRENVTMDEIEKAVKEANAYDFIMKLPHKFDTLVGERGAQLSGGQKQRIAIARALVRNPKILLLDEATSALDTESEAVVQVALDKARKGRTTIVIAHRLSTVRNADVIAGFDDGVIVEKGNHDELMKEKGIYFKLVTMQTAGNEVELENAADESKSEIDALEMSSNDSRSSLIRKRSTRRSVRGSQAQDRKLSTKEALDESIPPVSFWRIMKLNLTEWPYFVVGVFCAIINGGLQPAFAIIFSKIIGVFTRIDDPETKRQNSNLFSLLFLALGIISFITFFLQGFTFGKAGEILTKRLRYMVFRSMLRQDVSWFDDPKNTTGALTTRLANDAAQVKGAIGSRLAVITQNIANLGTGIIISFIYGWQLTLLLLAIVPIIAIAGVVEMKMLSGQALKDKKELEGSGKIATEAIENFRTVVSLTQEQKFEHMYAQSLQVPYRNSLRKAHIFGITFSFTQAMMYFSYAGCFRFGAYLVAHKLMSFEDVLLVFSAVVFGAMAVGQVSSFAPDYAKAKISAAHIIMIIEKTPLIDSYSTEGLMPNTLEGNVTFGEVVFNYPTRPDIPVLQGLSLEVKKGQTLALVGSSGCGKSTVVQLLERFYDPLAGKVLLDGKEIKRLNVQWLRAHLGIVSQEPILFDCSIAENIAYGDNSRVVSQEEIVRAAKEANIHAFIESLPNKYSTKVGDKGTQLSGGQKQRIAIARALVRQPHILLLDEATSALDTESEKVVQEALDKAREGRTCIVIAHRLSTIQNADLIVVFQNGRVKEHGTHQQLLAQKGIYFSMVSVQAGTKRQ
# Avidin fluor: compound fluoresces at 488/530 nm on avidin beads. compound fluorescence 488/530 nm, flow cytometry; active compounds read high. fluorescence (KMESF) at 10 µM. 0.38% of 220,000 active; in the data active = fluorescence above about 47; also: inactives centre near 10
# Mcl1-Noxa inh: Mcl-1/Noxa interaction inhibition | Q07820 | TR-FRET Mcl-1/Noxa peptide binding, 2 h | inhibition, % at 21.7 µM | 1.5% of 220,000 active | AID 1022;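 active = compounds that cut the protein-peptide binding signal by more than 50% relative to plate controls in a single-dose test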;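 also: His-tagged Mcl-1 with rhodamine Noxa BH3 peptide and terbium anti-His antibody; 0% = Mcl-1 plus Noxa peptide wells and 100% = peptide-only wells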
# RGS4-Gao reg: modulates binding of RGS4 to human Galphao. Multiplexed bead flow cytometry; actives lie on both sides. binding response (% of control), % at 10 µM. AID 1415. 0.33% of 220,000 active. P09471; in the data active = binding response below about 49% or above about 150%; inactive = in between;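 also: fluorescent Galphao activated with aluminum fluoride binding bead-coupled RGS4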
# GSH bead fluor: GSH bead compound fluorescence profile | GSH beads flow cytometry, compound fluorescence 488/530 nm; active compounds read high | fluorescence (KMESF) at 10 µM | 0.25% of 190,000 active | AID 1776; in the data active = fluorescence above about 89;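 also: glutathione beads carrying GST-tagged Bcl family fusion proteins plus one bare bead set; values are compound well signal with DMSO vehicle wells as background; inactives centre near 16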
# Numbers without * were called inactive; u = inconclusive; x = not tested or not shown.
# Under each structure – Bim-Mcl-1	ABCG2 inh	Mcl1-Bid inh	RGS7-Gao	Pf gamet viab	RGS8-Gao	ABCB1 inh	Avidin fluor	Mcl1-Noxa inh	RGS4-Gao reg	GSH bead fluor
> COc1cccc(C(=O)OCCN2C(=O)c3ccccc3C2=O)c1OC
    -3	1	-6	96	14	98	0.1	21	-11	96	25
> O=C1N/C(=N\N=C\c2cccs2)SC1Cc1ccc(Cl)cc1 (stereo not given)
    -3	-4	-26	103	-5	100	-0.5	6	-18	99	15
> COC(=O)c1[nH]c2cccc(OC)c2c1NC(=O)CCN1CCC(C(N)=O)CC1
    0	24	-12	101	x	100	1.1	34	-4	104	22
> COC(=O)c1ccc(NC(=O)c2cccc(C)c2[N+](=O)[O-])cc1
    -2	1	14	100	8	98	-0.1	10	12	102	16
> CCC(=O)Nc1cc(C(=O)O)ccc1Sc1ccc(Cl)cc1
    -2	1	0	102	-26	103	2.1	11	6	101	19
> COc1ccc(NC(=O)c2ncn[nH]2)cc1
    -4	0	-18	98	x	101	-0.1	34	-4	98	18
> COc1ccccc1/C=C/CN1CCN(Cc2ccc(F)cc2)C(CCO)C1 (stereo not given)
    -3	3	-45	103	9	96	2.3	8	5	101	13
> COC(=O)c1[nH]c2ccc(Cl)cc2c1NC(=O)CCN1CCN(C2CCCCC2)CC1
    -1	8	-13	100	x	104	1.2	25	10	105	24
> O=C(Nc1cccc(F)c1)NC1CCN(Cc2ccccc2)CC1
    2	3	-73	98	-5	101	0.7	7	36	101	12
> C/C(=N\NC(=O)Cc1cc(=O)[nH][nH]1)c1cccc([N+](=O)[O-])c1
    -1	-11	-10	99	x	83	-0.9	2	1	100	10
> Cc1cc(C)cc(N(C(=O)c2csnn2)C(C(=O)NC(C)(C)C)c2cccnc2)c1 (stereo not given)
    0	2	-15	103	-9	103	0.8	12	7	105	13
> O=C1OC(C(=O)Nc2ccccc2)Cc2ccccc21 (stereo not given)
    4	2	-17	93	14	95	0.6	21	14	97	22
> COc1ccc(-c2nc(CS(=O)CC(=O)NCCCN3CC(C)CC(C)C3)c(C)o2)cc1OC (stereo not given)
    0	0	-4	98	34	101	-0.2	36	8	100	13
> O=C(Nc1ccccc1)OCCCc1ccccc1
    2	4	-4	101	-1	100	0.1	10	-1	101	13
> Cc1occc1-c1nnc(SCC(N)=O)n1Cc1ccccc1
    -3	2	4	105	2	102	0.8	10	6	103	11
> O=C(CCS(=O)(=O)c1ccc(Br)cc1)N1CCN(c2ccccc2Cl)CC1
    -5	34	3	97	x	100	1.3	20	-7	99	23
> COc1ccc(OC)c(NC(=O)c2cc3ccccc3o2)c1
    -4	43	-15	105	x	101	1.2	7	-4	103	31
> CN(Cc1ccccc1)C(=O)c1cccc(N2C(=O)NC3CC2(C)Oc2ccccc23)c1 (stereo not given)
    -1	-4	-4	102	23	104	-0.1	14	-5	99	26
> O=[N+]([O-])c1cc(Cl)ccc1N1CCOCC1
    -1	2	-16	101	31	103	0.5	21	5	104	11
> CCC1Sc2ccccc2N(CC(=O)NC2CC2)C1=O (stereo not given)
    0	-1	-12	102	16	99	-0.1	8	-7	99	24

# 5 compounds from above, reduced to Avidin fluor, ABCB1 inh and ABCG2 inh:
Structure,Avidin fluor,ABCB1 inh,ABCG2 inh
O=C1N/C(=N\N=C\c2cccs2)SC1Cc1ccc(Cl)cc1 (stereo not given),6,-0.5,-4
Cc1cc(C)cc(N(C(=O)c2csnn2)C(C(=O)NC(C)(C)C)c2cccnc2)c1 (stereo not given),12,0.8,2
Cc1occc1-c1nnc(SCC(N)=O)n1Cc1ccccc1,10,0.8,2
C/C(=N\NC(=O)Cc1cc(=O)[nH][nH]1)c1cccc([N+](=O)[O-])c1,2,-0.9,-11
COc1ccc(-c2nc(CS(=O)CC(=O)NCCCN3CC(C)CC(C)C3)c(C)o2)cc1OC (stereo not given),36,-0.2,0

# Next section.
# Under each structure – Bim-Mcl-1	ABCG2 inh	Mcl1-Bid inh	RGS7-Gao	Pf gamet viab	RGS8-Gao	ABCB1 inh	Avidin fluor	Mcl1-Noxa inh	RGS4-Gao reg	GSH bead fluor
> CC1CCCCC1NC(=O)c1cn(C)c2ccc(S(=O)(=O)N3CCCC3)cc2c1=O (stereo not given)
    -1	3	24	97	-1	95	0.6	5	29	94	47
> COc1ccc(CN(C(=O)CCC(=O)N2CCCCC2)c2nccs2)cc1OC
    1	1	-11	91	0	95	0.3	11	-7	94	23
> CCOc1ccc(-c2nnc(SCC(=O)N(CC)CC)n2N)cc1
    -2	2	-18	99	-21	96	-0.4	6	-1	98	33
> O=[N+]([O-])c1ccc(/C=N/Nc2nc(N3CCCCCC3)nc(N3CCCCCC3)n2)o1
    1	3	-19	99	-8	98	-0.1	6	21	102	17
> CCc1ccc(-c2cc(-c3n[nH]c(=S)n3CC)c3ccccc3n2)cc1
    -4	-3	-44	100	x	100	-0.4	4	24	101	8
> COc1ccc(N2C(=O)CSC(c3ccccc3)C2=O)cc1 (stereo not given)
    0	-1	-8	102	2	100	0.6	10	16	101	18
> Cc1cc(NC(=O)CC(CN(C)S(=O)(=O)c2ccccc2)c2ccccc2)no1 (stereo not given)
    -3	4	5	84	x	95	1.2	7	35	90	27
> CN(C)S(=O)(=O)c1ccc(Cl)c(-c2nnc3n2CCCCC3)c1
    0	1	-15	97	-12	96	0.0	10	13	96	21
> Cc1nonc1NC(=O)c1ccc(Cl)c(S(=O)(=O)N2CCCCC2)c1
    -5	1	-17	106	-13	106	0.0	5	11	106	22
> NNC(=O)c1nn(-c2ccccc2)cc1O
    0	4	-57	93	x	101	0.1	11	27	99	11
> CN(Cc1ccccc1)C(=O)CCn1c(=O)oc2ccccc21
    -1	2	-11	101	x	100	0.7	24	-15	101	14
> CSC(SC)=C(C#N)C(=O)c1ccccc1
    x	x	0	u	-13	101	x	3	4	102	x
> Cc1noc(C)c1C(=O)N1CCCC1
    -3	0	-28	94	-1	100	0.0	4	-12	96	9
> O=C(NC(NC(=S)Nc1cccc(Cl)c1)C(Cl)(Cl)Cl)OCc1ccccc1 (stereo not given)
    -6	2	-15	102	x	102	-1.2	21	8	102	34
> CCN(CC)CCCN1C(=O)c2oc3ccccc3c(=O)c2C1c1cccnc1 (stereo not given)
    0	0	-44	98	x	98	-0.5	13	1	94	19
> O=C(CCCn1c(=S)[nH]c2cc3c(cc2c1=O)OCO3)NC1CC1
    1	5	-27	103	-18	101	0.2	9	24	97	32
> COC(=O)c1cc(COC(=O)c2ccc(OC)c(S(=O)(=O)N3CCCC3)c2)oc1C
    -5	-4	-2	105	x	103	-3.1	4	2	104	28
> CN1C(=O)c2ccccc2C(C(=O)NCCCN2CCCC2)C1c1c[nH]c2ccccc12 (stereo not given)
    4	0	-24	105	x	106	0.0	7	1	107	5
> CCC(=O)Nc1cc(-c2nnc(OC)c3ccccc23)ccc1N1CCOCC1
    -5	1	-1	101	x	103	0.6	7	22	101	17
> Cc1cc(C)n(CC(=O)N2N=C(C(F)F)CC2(O)C(F)F)n1 (stereo not given)
    -5	-1	-17	102	4	102	0.1	15	-15	100	15

# Continuation:
Compound,Bim-Mcl-1,ABCG2 inh,Mcl1-Bid inh,RGS7-Gao,Pf gamet viab,RGS8-Gao,ABCB1 inh,Avidin fluor,Mcl1-Noxa inh,RGS4-Gao reg,GSH bead fluor
CCc1nc(C)ccc1OCC(=O)N1CCc2c([nH]c3ccccc23)C1c1ccccn1 (stereo not given),0,32,-19,90,-2,100,4.2,14,18,96,11
COC(=O)c1ccc(CN2CCC(CO)(Cc3ccccc3Cl)CC2)cc1,-3,2,0,102,2,104,1.0,16,-2,103,11
Cc1ccc(S(=O)(=O)N2CCCC2C(=O)OCc2ccco2)cc1 (stereo not given),0,1,-42,89,x,93,0.1,12,37,91,22
Cc1ccc(-n2nnnc2SCC(=O)c2cc(C)n(CC3CCCO3)c2C)cc1 (stereo not given),-5,2,-25,93,x,86,0.5,4,-5,89,14
CC1=C(C#N)C(NC(=O)C2CC2)(C(F)(F)F)C(=O)N1 (stereo not given),-1,-1,-20,103,-21,101,-0.1,7,0,103,30
CCC(C)(C)c1ccc(OCCCC[n+]2cccc(C)c2)c(C(C)(C)CC)c1,1,4,-10,100,-9,99,0.4,9,14,101,21
CCC(=O)N1CCN(c2ccc(NC(=O)c3ccc4c(c3)OCO4)cc2)CC1,-1,4,-58,109,x,113,0.6,18,27,105,12
O=C(COc1nc2ccccc2nc1N1CCOCC1)Nc1ccc(S(=O)(=O)N2CCCC2)cc1,-8,1,-13,73,-2,87,0.2,8,-2,98,12

# In another format: results already given.
SMILES: CCc1ccc(-c2cc(-c3n[nH]c(=S)n3CC)c3ccccc3n2)cc1
  Bim-Mcl-1: -4; ABCG2 inh: -3; Mcl1-Bid inh: -44; RGS7-Gao: 100; Pf gamet viab: x; RGS8-Gao: 100; ABCB1 inh: -0.4; Avidin fluor: 4; Mcl1-Noxa inh: 24; RGS4-Gao reg: 101; GSH bead fluor: 8

SMILES: COc1ccc(N2C(=O)CSC(c3ccccc3)C2=O)cc1 (stereo not given)
  Bim-Mcl-1: 0; ABCG2 inh: -1; Mcl1-Bid inh: -8; RGS7-Gao: 102; Pf gamet viab: 2; RGS8-Gao: 100; ABCB1 inh: 0.6; Avidin fluor: 10; Mcl1-Noxa inh: 16; RGS4-Gao reg: 101; GSH bead fluor: 18

# Further compounds follow.
Compound,Bim-Mcl-1,ABCG2 inh,Mcl1-Bid inh,RGS7-Gao,Pf gamet viab,RGS8-Gao,ABCB1 inh,Avidin fluor,Mcl1-Noxa inh,RGS4-Gao reg,GSH bead fluor
CN1CCN(C(=S)NC(=O)c2ccco2)CC1,0,1,-27,95,-17,101,0.4,12,8,104,25
CC(C)n1cnc2c(N(C)c3cccc(Cl)c3)nc(N(CCO)CCO)nc21,x,x,-48,u,x,107,x,8,13,106,x
CCSCc1nnc(SCC(=O)Nc2cccc(SC)c2)n1C,-1,7,-17,100,x,101,0.8,12,9,102,32
CCOc1cc(/C=C/C(=O)O)ccc1OCCO,23,0,-26,89,-7,92,-0.1,7,-18,97,10
CCCn1nnc(NC(=O)c2cccnc2Cl)n1,-4,1,-3,96,20,102,0.4,7,5,100,64
O=C(CCCCn1c(=O)c2ccccc2n(Cc2ccccc2F)c1=O)NC1CCN(Cc2ccccc2)CC1,-5,2,-4,101,17,101,8.2,13,6,103,67
Fc1cccc(Cl)c1Cn1nnc2c(NCc3ccccn3)ncnc21,-5,44,-7,101,x,101,0.8,34,-2,101,18
CCn1ncc(C2=NOC(C(=O)Nc3cccc(C(C)=O)c3)C2)c1C (stereo not given),-1,1,-8,98,x,101,0.3,9,4,101,16
